# Bioassay records deposited in PubChem BioAssay by The Scripps Research Institute Molecular Screening Center.
# EBNA-1 inh – blocks EBNA-1 binding to DNA; EBNA-1 DNA binding, fluorescence polarization; inhibition, % at 14.8 µM; actives 0.34% (n = 300,000); AID 1950; in the data active means inhibition above about 28%
# LYPLA1 counter – LYPLA1 (human) inhibition in PME1 counter-screen. O75608. inhibition, % at 5.9 µM. recombinant LYPLA1, FP-Rh probe fluorescence polarization. actives 0.16% (n = 320,000). AID 2174;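 active means inhibition above the mean of all tested compounds plus 3 SD, set per campaign, cut at about 14% in these data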;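 further: inhibitors block serine hydrolase probe labeling of LYPLA1 so polarization falls; 0% = enzyme with DMSO and 100% = wells lacking LYPLA1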
# PAFAH2 FP inh – PAFAH2 (human) inhibition | Q99487 | recombinant PAFAH2, FP-rhodamine activity probe, fluorescence polarization | inhibition, % at 3.39 µM | actives 0.99% (n = 340,000);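 active means inhibition above the mean over all tested compounds plus 3 SD, cut at about 30% in these data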;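 further: inhibitors block probe labeling of enzyme so polarization drops; 0% = enzyme with DMSO and 100% = wells lacking PAFAH2 protein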
# PAFAH1B3 inh – blocks human PAF acetylhydrolase 1B catalytic subunit 3. inhibition, % at 3.39 µM. AID 492972. actives 0.28% (n = 340,000). recombinant PAFAH1B3, FP-rhodamine probe, fluorescence polarization. Q15102;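 active means inhibition above the screen-wide average of all tested compounds plus 3 SD, cut at about 25% in these data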;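 further: 0% = enzyme with DMSO only and 100% = wells lacking PAFAH1B3 protein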
# Target sequence (Q15102 whole entry, looked up): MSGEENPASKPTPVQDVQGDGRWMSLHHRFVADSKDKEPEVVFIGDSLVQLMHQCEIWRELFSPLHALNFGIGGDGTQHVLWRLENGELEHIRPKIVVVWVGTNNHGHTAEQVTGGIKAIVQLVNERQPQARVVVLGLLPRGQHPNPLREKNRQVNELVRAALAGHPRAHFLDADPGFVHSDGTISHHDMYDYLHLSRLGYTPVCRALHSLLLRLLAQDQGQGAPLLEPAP
# PREPL inh – inhibits the human prolyl oligopeptidase-like enzyme; actives 0.68% (n = 320,000); recombinant PREPL, fluorescence polarization activity-based probe; AID 2751; inhibition, % at 5.96 µM; in the data active means inhibition above about 43%;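 further: 0% = enzyme with DMSO and 100% = wells lacking enzyme; many of its hits are not listed in these tables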
# PAFAH1B2 inh – blocks human PAF acetylhydrolase 1b catalytic subunit 2 | recombinant PAFAH1B2, FP-rhodamine activity probe, fluorescence polarization | inhibition, % at 3.39 µM | actives 1.2% (n = 340,000) | P68402 | AID 492953;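 active means inhibition above the mean of all tested compounds plus 3 SD, cut at about 24% in these data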;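 further: 0% = enzyme with DMSO and 100% = wells lacking PAFAH1B2; many of its hits are not listed in these tables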
# Target sequence (P68402 whole entry, looked up): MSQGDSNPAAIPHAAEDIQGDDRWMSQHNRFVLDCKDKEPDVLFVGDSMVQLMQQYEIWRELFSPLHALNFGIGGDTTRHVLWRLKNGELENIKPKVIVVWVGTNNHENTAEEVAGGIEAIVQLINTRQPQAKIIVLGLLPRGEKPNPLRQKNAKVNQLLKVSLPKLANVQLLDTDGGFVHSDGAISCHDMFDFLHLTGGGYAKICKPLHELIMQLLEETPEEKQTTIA
# LYPLA2 inh – counter-screen for PME1 inhibitors: inhibitors of human LYPLA2; O95372; recombinant LYPLA2, FP-Rh probe fluorescence polarization; inhibition, % at 5.9 µM; actives 0.38% (n = 320,000); AID 2177;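 active means inhibition above the screen-wide mean plus 3 SD, limit set per campaign, cut at about 26% in these data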;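 further: 0% = LYPLA2 with DMSO and 100% = wells lacking LYPLA2 enzyme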
# ZTA counter – ZTA (EBV) inhibition in EBNA-1 counter-screen; actives 0.15% (n = 320,000); ZTA-DNA binding, fluorescence polarization; inhibition, % at 11 µM; in the data active means inhibition above about 33%
# pPAFAH inh – inhibitors of human plasma PAF acetylhydrolase (pPAFAH). recombinant pPAFAH, FP-rhodamine probe fluorescence polarization. actives 1.5% (n = 330,000). Q13093. inhibition, % at 3.39 µM;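 active means inhibition above the mean inhibition across the screen plus 3 SD, cut at about 25% in these data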;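 further: inhibitors block binding of the rhodamine activity-based probe so polarization drops; 0% = enzyme with DMSO and 100% = wells lacking pPAFAH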
# Target sequence (Q13093 whole entry, looked up): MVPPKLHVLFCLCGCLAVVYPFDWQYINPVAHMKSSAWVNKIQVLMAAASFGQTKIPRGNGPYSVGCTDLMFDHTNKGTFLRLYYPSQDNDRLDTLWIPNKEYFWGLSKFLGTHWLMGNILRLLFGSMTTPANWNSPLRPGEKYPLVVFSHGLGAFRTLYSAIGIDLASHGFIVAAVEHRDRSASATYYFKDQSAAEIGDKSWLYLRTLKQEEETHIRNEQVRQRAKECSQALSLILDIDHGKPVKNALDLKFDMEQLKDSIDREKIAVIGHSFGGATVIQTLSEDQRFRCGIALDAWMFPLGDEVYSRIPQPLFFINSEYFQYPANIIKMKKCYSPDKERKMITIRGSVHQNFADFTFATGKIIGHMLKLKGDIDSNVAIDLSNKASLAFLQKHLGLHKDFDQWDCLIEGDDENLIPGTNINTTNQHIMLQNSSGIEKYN
# An asterisk follows results filed as active; x = no result given. These rows are one share of the data (hit frequency here may not be typical).
# Each structure is followed by: EBNA-1 inh, LYPLA1 counter, PAFAH2 FP inh, PAFAH1B3 inh, PREPL inh, PAFAH1B2 inh, LYPLA2 inh, ZTA counter, pPAFAH inh
Cc1c(N=C2SC(CC(=O)Nc3ccccc3)C(=O)N2CCN2CCOCC2)c(=O)n(-c2ccccc2)n1C (stereo unspecified)
 : -7.3, -1.2, -3.8, 2.8, 2.2, 2.4, -1.7, -12.2, 7.8
CCCC12C(=O)C(C)(C(c3ccccc3)=C1c1ccccc1)C1C(=O)N(c3ccc(C)cc3)C(=O)C12 (stereo unspecified)
 : -6.3, -2.9, -13.6, -6.8, 9.3, -1.5, -0.2, 14.5, 3.5
O=S(=O)(NCCCc1ccccc1)c1ccc(F)c(F)c1
 : 3.2, -1.9, 14.9, -3.3, -31.5, 35.9*, 2.7, -0.2, 28.9*
COc1ccc(NC(=O)C2CCN(S(=O)(=O)c3cccc4nonc34)CC2)cc1OC
 : -4.9, 4.6, -7.4, 7.1, -8.1, 6.5, 5.7, 5.0, 4.8
Nc1c(Cl)ncnc1NCc1cccnc1
 : 10.2, -0.6, 5.0, 2.6, -0.6, 0.3, 0.0, 1.3, 1.4
CN1CCC(N(C)C(=S)Nc2ccc(F)cc2)CC1
 : 9.9, -1.1, 1.0, 1.9, 8.6, 7.2, 3.0, 4.7, -1.3
Cc1nc(Sc2nnnn2-c2ccccc2)c(C#N)c(C)c1C
 : 6.1, -0.6, 3.3, -0.9, 1.3, 13.1, -2.3, 6.5, 2.6
Cc1nc2c(C(=O)O)cnn2c(C)c1Cc1ccccc1F
 : 5.7, -4.5, 5.6, 0.1, -2.0, 3.8, 0.3, 10.2, 4.1
O=C(Nc1ccccc1-c1ccccc1)c1ccc(NC(=O)c2ccco2)cc1
 : -10.4, -7.4, -7.6, 0.3, -42.1, 1.9, -12.1, -27.3, 1.1
C#CCOCCOCCOCCNc1nc(N2CCOCC2)nc(N2CCN(C(=O)[C@H](CCC(=O)O)n3cc([C@@H](N)CCCCN)nn3)CC2)n1
 : x, x, 1.2, 6.7, 5.3, 2.8, x, x, -4.3
CCN(CC)S(=O)(=O)c1cccc(NC(=O)CNc2cccc(S(=O)(=O)N3CCOCC3)c2)c1
 : -4.4, 0.7, 11.1, 7.2, 14.2, 8.2, -4.6, -12.8, 0.9
CCOc1cc2[nH]c(=S)n(Cc3ccc(C(=O)NCCOC)cc3)c(=O)c2cc1OCC
 : 5.3, -1.8, 1.5, 6.5, 3.6, -4.2, -2.2, 18.0, 3.4
CCOc1ccc(NC(c2ccccn2)c2oc(CO)cc(=O)c2O)cc1 (stereo unspecified)
 : 2.3, 2.2, -0.1, 8.7, 10.5, 5.7, 12.0, -9.9, 7.0
CCN(C(=O)c1cnc(OC)cc1C(F)(F)F)c1ccc(Cl)cc1
 : 3.6, -2.1, 2.6, 11.0, 0.8, 10.0, 2.1, 5.7, 5.4
COc1ccc(-c2oc3c(OC)c(OC)c(OC)c(O)c3c(=O)c2OC)cc1OC
 : 10.3, -4.7, 4.4, 12.8, 32.4, 5.7, 1.7, -10.7, 13.8
COc1cc(OC)c2c(-c3ccccc3)cc(=O)oc2c1C(CCN1CCCC(C)C1)c1ccc2c(c1)OCO2 (stereo unspecified)
 : -6.6, -3.2, -2.9, 1.9, -5.3, -1.3, -6.8, -5.0, 0.9
COCCN1C=C2C(=O)C(C)(OC(=O)C3CCCC3)C(=O)C=C2C=C1c1ccsc1 (stereo unspecified)
 : -6.3, 6.5, -5.3, 3.9, 25.4, -0.5, 5.2, 0.9, 5.4
CC(=O)Nc1cccc(OCc2ccc(S(=O)(=O)Cc3ccccc3)cc2)c1
 : 7.8, 2.4, 6.0, 6.0, -3.4, 2.3, 4.0, 13.3, 10.0
C=CCn1c(=S)[nH]c2sc3c(c2c1=O)CCCC3
 : 0.4, 1.8, 5.3, 4.7, -6.1, -0.4, 2.8, -3.9, 1.9
COc1ccc(NS(=O)(=O)c2cc(NC(=O)c3cccs3)ccc2N2CCOCC2)cc1
 : 7.3, -8.9, -0.2, 8.8, -2.2, 2.9, -17.7, 16.0, 4.8
CC1(C)Cc2c(sc3c2C(=O)N(c2ccccc2)C2=NCCCN23)CO1
 : 8.6, 1.4, 3.7, 1.3, 9.3, 4.1, -5.1, -10.1, -1.3
CCN1C(=O)[C@H]2[C@@H](c3ccc(C)cc3)N3C(=O)N(c4cccc(Cl)c4)C(=O)[C@@]3(CC(C)C)[C@H]2C1=O
 : -12.5, -6.6, 3.3, -3.3, 6.2, -2.8, -9.7, -9.9, -8.8
Cc1ccc2nc(-c3ccccc3)c(NC(=O)c3ccco3)n2c1
 : 2.7, 1.3, -2.5, 9.2, -6.7, 4.6, 1.6, 8.4, 4.8
COc1ccc(N2CC(C(=O)Nc3ccc(N4CCOCC4)cc3)CC2=O)cc1 (stereo unspecified)
 : 3.5, 1.8, -6.9, 5.8, 5.4, 2.6, 0.9, 1.8, 9.5
O=S(=O)(c1cc(Cl)ccc1Cl)N1CCN(Cc2ccco2)CC1
 : -6.4, 0.9, 5.5, 6.3, 16.9, 0.3, -4.5, 12.9, -0.6
O=C(NC1CCCC1)C(c1cccs1)N(C(=O)c1csnn1)c1ccccc1F (stereo unspecified)
 : 14.2, -1.0, 0.9, 7.7, -4.0, 4.4, 1.4, 13.7, 0.8
CC[C@H](C)[C@@H]1NC(=O)c2cc([N+](=O)[O-])cc(F)c2NCCCC[C@@H](C(N)=O)NC(=O)[C@H](CC(N)=O)NC1=O
 : 4.1, 0.7, -2.8, 6.0, 1.6, 5.0, 3.3, 2.8, 2.0
CCNc1nc(CC)nc2c1oc1ccccc12
 : 2.9, 1.2, -2.5, -0.6, -1.7, 1.1, 9.4, 0.7, -0.7
CSCC[C@H](NC(=O)[C@H](Cc1ccccc1)n1c(=O)[nH]c2ccccc2c1=O)C(=O)N1CCC[C@@H]1C(=O)O
 : -5.4, -1.4, 13.5, 2.3, 10.6, 7.9, 2.3, 7.1, -1.4
COc1ccc(NC(=O)c2cccc(NC3=NC4CS(=O)(=O)CC4S3)c2)cc1Cl (stereo unspecified)
 : -7.4, -5.5, -8.7, 2.1, 17.4, 1.0, -7.9, -6.1, -3.6
Cn1c(=O)[nH]c(=O)c2c1nc(CN1CCN(c3ccccc3F)CC1)n2CCc1ccccc1
 : 1.8, 0.4, 7.7, -2.1, -6.7, 2.5, 4.1, 11.4, -0.9
C(=N\Nc1nc(Nc2ccccc2)nc(N2CCCCC2)n1)/c1ccco1
 : -4.7, -5.4, x, x, 7.8, x, -4.8, 3.2, 9.0
CCN(CC)S(=O)(=O)c1cc(NS(=O)(=O)c2cccc(Cl)c2)ccc1C
 : 17.5, 0.7, -4.1, 0.7, 23.5, 9.1, 1.6, -10.0, 7.6
Cc1ccc(C(=O)Nc2ccc(Nc3ccccc3)cc2)cc1Br
 : -2.9, -13.1, x, x, 8.5, x, -11.3, 14.7, 8.0
CCS(=O)(=O)NCCNc1ccc([N+](=O)[O-])cc1
 : -4.2, -0.1, 6.2, 4.4, -7.3, 0.9, -2.6, -10.1, -3.1
CC(C)Cc1ccc(S(=O)(=O)N2CCCC2)cc1
 : 10.7, -1.2, -1.2, 1.5, 6.2, 1.5, 1.4, 5.2, -1.9
O=S(=O)([N-]c1nc2ccccc2nc1-[n+]1ccc(CCCc2ccccc2)cc1)c1cccs1
 : -7.5, -1.0, 3.9, 4.2, 14.5, 1.3, -0.2, -2.7, 3.9
C[C@H]1CN=C(Nc2ccccc2)N1CC1CCCCC1
 : 8.1, 3.0, -3.9, -3.6, 2.3, 3.6, -2.7, 1.5, 2.9
O=C(Nc1cccc(F)c1)c1cc(-c2ccco2)nc2ccccc12
 : 4.0, -10.5, -2.8, -0.2, 14.6, 0.2, -9.8, 16.6, 16.0
CCOc1ccccc1NC(=O)CSc1nnc(CNC(=O)COc2ccc(Cl)cc2)o1
 : -1.8, -3.5, -1.4, 1.7, -9.7, 7.5, -5.1, 0.4, 7.2
Cc1cc(C)cc(NC(=O)CSc2nnc(-c3cc(C)[nH]n3)n2N)c1
 : -0.4, 0.3, -1.7, 4.0, 0.5, 1.6, -1.7, 8.6, -3.4
C(#Cc1ccccc1)C[N+]1(CC#Cc2ccccc2)CCCCC1
 : -11.9, 0.5, -1.2, 6.5, -2.2, 2.7, 0.5, 2.2, -0.6
Cc1cccc(-c2nc(CNC(=O)c3ccco3)cs2)c1
 : -6.3, 3.7, 7.2, -4.3, -0.4, -4.0, 3.7, -7.7, 8.2
O=C(c1ccco1)N1CCN(C(=O)c2cccc3c2C(=O)N(Cc2cccnc2)C3)CC1
 : -7.3, 1.0, -2.8, -5.2, -14.5, 0.0, 1.7, 7.0, -0.6
CC/C(=N\NC(=O)CCC(=O)NCc1ccccc1)c1ccc(O)cc1
 : 1.0, 0.8, -5.9, 5.0, 10.2, 5.0, 3.5, 1.6, 4.8
COc1ccc(C(=O)NN2CCOCC2)cc1[N+](=O)[O-]
 : -0.2, -1.2, 1.7, -6.4, 3.9, 1.5, -1.8, 3.6, -5.3
N#CCCN1CCN(S(=O)(=O)c2cc(Cl)ccc2Cl)CC1
 : -0.7, -2.4, 3.5, 13.4, 16.4, 3.9, 0.6, 6.1, -3.5
CC(C)Nc1cc(C(F)(F)F)nc(-c2ccccn2)n1
 : -0.3, -4.5, 0.9, 3.4, -7.6, 2.6, -2.7, -8.1, -1.3
CN1C(=O)C2(NCCc3c2[nH]c2ccccc32)c2ccccc21 (stereo unspecified)
 : 13.3, -1.2, -9.9, 4.8, -5.0, -3.9, -3.5, 2.9, 1.6
CC1(C)S[C@@H]2C(C(=O)OCc3ccccc3)NC(=O)N2C1C(=O)OCc1ccccc1 (stereo partly specified)
 : 3.7, 3.7, 0.1, 10.9, -12.6, 5.5, 4.9, -15.6, 5.8
CNC(=O)COC(=O)c1ccccc1Oc1ccccc1
 : -4.7, -1.4, -0.5, -6.8, 5.7, -2.5, -2.9, -15.4, 0.6
CCN1CCN(c2nc(N(C)c3ccccc3)nc(N)c2[N+](=O)[O-])CC1
 : 6.2, 2.6, 1.7, 4.5, 16.6, -1.3, 3.2, 7.7, 0.3
CCCOc1ccccc1C1NC(=O)NC(C)=C1C(=O)OCCOC(C)C (stereo unspecified)
 : 2.5, -0.7, 2.6, 12.2, -0.1, 4.0, 0.3, 8.7, 1.8
Cc1noc(C)c1COC(=O)COc1ccc2c(C)cc(=O)oc2c1
 : 1.8, 4.3, -1.0, -1.9, 1.6, 3.6, 1.2, 24.8, 7.2
COc1ccccc1C(=O)NC1CCCCCCC1
 : -5.5, 3.9, 5.1, 4.0, -0.5, -0.5, 5.7, -1.4, 9.3
N#Cc1ccc(NC(=O)c2cccs2)nc1
 : 8.4, 3.2, -1.8, 6.2, 0.2, 3.0, -5.1, 7.6, 5.9
CCOc1ccc(Oc2c(/C=N/NC(N)=O)c(C)nn2-c2ccccc2)cc1
 : -5.3, 0.1, -2.9, 4.0, -1.5, -1.2, -0.1, 3.8, 4.3
CC(=O)N(C(C)=O)c1ncc2c([nH]c3ccccc32)c1C#N
 : 0.8, 0.6, 10.7, 10.3, 4.8, 1.4, 3.5, -3.1, 1.5
Cc1cc(N/N=C/c2ccccc2O)c2ccccc2n1
 : 4.5, -4.4, 4.5, 5.3, 26.6, 8.3, 2.2, 8.7, 8.7
O=C(NCc1ccccc1)N1CCC(c2nc3ccccc3[nH]2)CC1
 : 5.1, -3.3, -1.4, -2.3, 13.0, -3.5, 2.5, 9.6, 4.0
Cc1cccc(CN2C[C@]34C=C[C@@H](C[C@@H]3S2(=O)=O)O4)c1
 : 0.3, -3.4, 2.7, -4.4, 2.3, 3.5, -4.0, 1.2, -3.2
COc1ccc(C(C)=O)cc1COC(=O)c1cc(C)oc1C
 : -1.4, -0.5, 4.5, 2.5, 4.4, -1.3, 10.0, -2.2, -0.4
